Source: PubChem (MTDP)
RNase H inhibition: RNase H inhibition, HIV 1 Gag Pol polyprotein, FRET biochemical assay, screening (AID 372) | one-dose inhibition, % at 10 µM; IC50 in µM for titrated hits | 0.77% of 100,000 active | HIV-1 RT RNase H, FRET RNA/DNA substrate fluorescence; higher % means a stronger effect; in the data active = inhibition above about 50%
Active calls of the source: *.

Compound | RNase H inhibition
CCOC(=O)c1c(NC(=O)c2ccc(OC(C)C)c(OCC)c2)sc2ccccc12 | 4%
CN(C)c1ccc(/C=N/NC(=O)c2cc(C(C)(C)C)[nH]n2)cc1 | 7%
CN1C(=O)/C(=N\N2C(=O)CSC2=S)c2ccccc21 | 16%
COc1ccc(Nc2nc(-c3c(C)nc4cc(C)ccn34)cs2)cc1 | 14%
COc1cc(N/N=C(\C)c2ccc(I)cc2)ncn1 | 5%
O=C1c2cccc([N+](=O)[O-])c2C(=O)N1c1nc(-c2ccccc2)cs1 | 7%
CC(/C=N\NC(=O)c1cc(C(C)(C)C)[nH]n1)=C\c1ccccc1 | 4%
CCc1ccccc1OCCCCOc1ccc(OC)cc1 | 18%

Some values from the list.
COc1ccc(Nc2nc(-c3c(C)nc4cc(C)ccn34)cs2)cc1 in RNase H inhibition shows 14%
CCc1ccccc1OCCCCOc1ccc(OC)cc1 in RNase H inhibition shows 18%

Next section.
Compound | RNase H inhibition
Cc1cc(Nc2ccccc2)nc(N)n1 | 0%
O=C(NCC1CCCO1)c1ccc(Cl)cc1 (configuration not stated) | 0%
CN(C)C(=O)/C(C#N)=C\c1ccc(-c2ccc(S(N)(=O)=O)cc2)o1 | 7%
Cc1ccc(/C=C2\SC(=S)N(CCC(=O)Nc3ccccc3Br)C2=O)cc1 | 19%
CCN(CCN(C)C)Cc1cccc(F)c1 | 7%
Nc1nonc1C(=O)N=Nc1c(O)[nH]c2ccccc12 | 2%
COc1ccc(Cl)cc1C(=O)NC(=S)Nc1ccc(-c2nc3cc(C)cc(C)c3o2)cc1 | 9%
Cc1ccsc1/C=C1\C(=O)NC(=O)N(c2cccc(Br)c2)C1=O | 11%
Cc1ccccc1N/N=C/c1ccc(N2CCOCC2)cc1 | 10%
Cc1ccc(NC(=O)Nc2nnc(Sc3ccc(N(C)C)cc3)s2)cc1 | 36%
CCCOC(=O)C1=C(C)NC(=O)NC1c1ccccc1 (configuration not stated) | 7%
Cc1cc2nc(-c3cc(NC(=O)c4ccccc4)ccc3Cl)oc2cc1C | 7%
CCCC1C(c2ccccc2)NC(c2ccccc2)C(C)C1(C)O (configuration not stated) | 3%
COc1ccc(Cl)cc1NC1=C(Cl)C(=O)N(c2ccc(C)cc2)C1=O | 20%
CCC/C(=N/NC(=O)c1ccccc1)c1ccccc1 | 4%
CC1CCN(C(=O)c2ccccc2[N+](=O)[O-])CC1 | 0%
COc1c(Cl)cc(C(=O)Nc2cc(C)ccn2)cc1Cl | 16%
CC1CCc2c(sc(NC(=O)C3CC4CCC3C4)c2C#N)C1 (configuration not stated) | 2%
CN(C)c1ccc(/C=N\Nc2nc3ccccc3[nH]2)cc1 | 41%
Cc1cccc(N=Cc2cc([N+](=O)[O-])ccc2Cl)c1 | 26%
COc1ccc(CNC(=O)NC(=O)CC(C)C)cc1 | 6%
COc1ccc(C(C)=O)cc1CSc1cc(C)c2ccccc2n1 | 46%
COCCN1C(=O)/C(=C/c2ccc(O)cc2)SC1=S | 13%
CC(=O)c1cccc(Nc2cc(C)nc3ncnn23)c1 | 3%
O=C1NC(=O)N(c2ccc(Cl)cc2)C(=O)/C1=C/c1cccc(C(F)(F)F)c1 | 0%
CCc1ccccc1N1C(=O)NC(=O)/C(=C\c2cn(CC(=O)OC)c3ccccc23)C1=O | 22%
CCc1ccc(C2C(C#N)=C(N)SC(N)=C2C#N)s1 | 12%
NC(=O)c1ccccc1N=Cc1cccc(O)c1 | 11%
CNc1ccc(SC(F)(F)F)cc1C(=O)c1ccccc1 | 2%
COc1cc(/C=C2\N=C(c3cccs3)OC2=O)cc(I)c1OC | 14%
COc1ccc(C2(CNC(=O)C(c3ccccc3)c3ccccc3)CCCC2)cc1OC | 11%
COc1cccc(-c2nc(-c3cccc([N+](=O)[O-])c3)no2)c1 | 5%
CCSCCOC(=O)C1=C(C)NC(=O)NC1c1ccccc1OC (configuration not stated) | 18%
CCOc1ccc(OCCCCOc2ccc(C)cc2Br)cc1 | 13%
FC(F)(F)COc1nc(N2CCNCC2)nc(N(c2ccccc2)c2ccccc2)n1 | 15%
CN(C)c1ccc(C2Nc3ccccc3C(=O)N2c2ccc3ccccc3c2)cc1 (configuration not stated) | 2%
O=c1cc(Nc2ccccc2Cl)[nH]c(=O)[nH]1 | 37%
O=C(NCc1ccccc1Cl)c1ccc(I)cc1 | 3%
C/C(=N\Nc1nc(C)cc(C)n1)c1cccnc1 | 8%
CC(C)(C)C(=O)Nc1ccc(N2CCOCC2)cc1 | 10%
CCOc1ccccc1C=Nc1ccc(-c2nc3ccc(C)cc3s2)cc1 | 8%
Cc1ccc(N2C(=O)CC(N3CCN(C)CC3)C2=O)cc1Cl (configuration not stated) | 0%
CCN(CC)CCCCCCOc1cc(C)cc(C)c1C | 0%
Cc1cccc(C)c1NC(=O)CSc1nnc(-c2ccco2)n1-c1ccccc1 | 0%
CC(C)NC(=O)c1cccc([N+](=O)[O-])c1 | 4%
CCc1c(C)c(C#N)c2nc3ccccc3n2c1NCCc1ccccc1 | 9%
O=C1C2C3C=CC(C4CC34)C2C(=O)N1c1cccc(Cl)c1 (configuration not stated) | 7%
O=C(Nc1nncs1)c1cc(-c2ccccc2Cl)nc2ccccc12 | 2%
COc1ccc(/C=N/N2CCN(C(c3ccccc3)c3ccccc3)CC2)c(OC)c1OC | 4%
CCOC(=O)c1c(NC(=O)c2ccco2)sc(CC)c1C | 3%
O=C(Nc1ccc(Br)cn1)C(c1ccccc1)c1ccccc1 | 9%
COc1cc(/C=C2\C(=O)NC(=S)N(c3ccc(F)cc3)C2=O)ccc1OCC(=O)O | 1%
COc1cccc(/C=N/NC(=O)c2cc(Br)ccc2O)c1 | 3%
C=CCc1cc(/C=C2\C(=O)NC(=O)N(c3ccc(Cl)cc3)C2=O)cc(OC)c1OCC(=O)OC | 14%
Cc1ccc(OCCOc2ccc(C=O)cc2)cc1C | 1%
CN(Cc1ccccc1)C(=O)COc1ccc(-c2ccccc2)cc1 | 19%

6 records picked at random from the list so far, as already listed:
Compound | RNase H inhibition
Cc1ccc(OCCOc2ccc(C=O)cc2)cc1C | 1%
CCOC(=O)c1c(NC(=O)c2ccco2)sc(CC)c1C | 3%
C=CCc1cc(/C=C2\C(=O)NC(=O)N(c3ccc(Cl)cc3)C2=O)cc(OC)c1OCC(=O)OC | 14%
CN(Cc1ccccc1)C(=O)COc1ccc(-c2ccccc2)cc1 | 19%
COc1cc(/C=C2\C(=O)NC(=S)N(c3ccc(F)cc3)C2=O)ccc1OCC(=O)O | 1%
O=C(Nc1ccc(Br)cn1)C(c1ccccc1)c1ccccc1 | 9%

Other entries.
Compound | RNase H inhibition
Cc1ccc(CNC(=O)C(=O)Nc2ccccc2F)cc1 | 0%
CCOC(=O)Cc1csc(NC(=O)c2ccco2)n1 | 6%
COc1c(OC(C)=O)ccc(/C=N\NC(=O)c2ccc(Br)cc2)c1[N+](=O)[O-] | 16%
CC(=O)N1CCN(C2=NC(=O)/C(=C\c3cccc([N+](=O)[O-])c3)S2)CC1 | 14%
O=C1Nc2ccccc2C1(O)c1c[nH]c2ccccc12 (configuration not stated) | 3%
O=[N+]([O-])c1cnc(/N=c2/ccc(Br)cn2O)c([N+](=O)[O-])c1 | 5%
O=C(CCNc1ccc(I)cc1)c1cccs1 | 0%
CCOC(=O)C(CCCCCOc1ccc(F)cc1)C(=O)OCC | 8%
CCOC(=O)c1c(NC(=S)NC(=O)/C=C/c2ccc([N+](=O)[O-])cc2)sc2c1CCCC2 | 11%
COc1cc(/C=N/NC(N)=S)ccc1OCc1ccccc1Cl | 23%
O=C1NC(c2cccc([N+](=O)[O-])c2)Nc2c1sc(=S)n2-c1ccccc1 (configuration not stated) | 7%
CCC(C)C(C(=O)Nc1ccc(C(=O)OC)cc1)N1C(=O)c2ccccc2C1=O (configuration not stated) | 8%
O=Cc1ccccc1OCc1ccc(F)cc1 | 6%
CCC(CO)N=Cc1cccc(O)c1 (configuration not stated) | 8%
O=Cc1cn(-c2ccccc2)nc1-c1cccs1 | 1%
Cc1ccc(NC(=O)c2cccc(S(=O)(=O)N3CCCCC3)c2)cc1 | 6%
CCCN1CCC(N2CCCC(C(=O)N(CC)CC)C2)CC1 (configuration not stated) | 4%
Cc1cccc(C(=O)N/N=C/c2ccc3c(c2)OCO3)c1 | 3%
CC(=O)Nc1c(C)c(Br)cc(C(=O)O)c1[N+](=O)[O-] | 2%
c1ccc(Oc2ccc(Nc3nc(-c4ccccc4)cs3)cc2)cc1 | 16%
CCOc1ccc(C(=O)Nc2cc(-c3nc4ccc(C)cc4o3)ccc2Cl)cc1[N+](=O)[O-] | 9%
O=C(CSc1nc2ccccc2[nH]1)Nc1ccc(F)c([N+](=O)[O-])c1 | 15%
CCOc1cc(C=O)cc(I)c1OCc1ccc([N+](=O)[O-])cc1 | 41%
Cc1cc(NC(=O)CCN2C(=O)/C(=C\c3cccs3)SC2=S)no1 | 9%
COc1ccc(NC(=O)CN(c2ccc(Cl)cc2)S(=O)(=O)c2ccccc2)cc1OC | 11%
O=C(Cc1nnc(NC(=O)Nc2ccc(Cl)cc2)s1)NCc1ccccc1 | 10%
COc1ccc(NC2CC(=O)N(c3cccc(OC)c3)C2=O)cc1 (configuration not stated) | 0%
C=C(C)COc1ccc2c(c1)oc(=O)c1cc(OC)ccc12 | 2%
O=C(/C=C/c1cccs1)OCc1ccc([N+](=O)[O-])cc1 | 17%
C=CCOc1cccc(/C=N/NC(=O)c2ccc(OC)c(OC)c2)c1 | 0%
Cc1ccc(-c2nc3ncccc3o2)cc1NC(=O)c1cccc2ccccc12 | 10%
O=C(N=Nc1c(O)[nH]c(=O)[nH]c1=O)c1ccc2c(c1)OCO2 | 9%
CC(=O)NC(CC(C)C)C(=O)NC(=O)NCc1ccccc1 (configuration not stated) | 1%
Cc1ccc(C(=O)Oc2ccc(OCc3ccccc3)cc2)cc1[N+](=O)[O-] | 26%
CC(=O)C1=C(O)C(=O)N(c2nc3ccccc3s2)C1c1ccc([N+](=O)[O-])cc1 (configuration not stated) | 7%
Oc1ccc(-c2csc(-c3ccncc3)n2)c(O)c1 | 18%
O=C(Nc1ccc(O)cc1)c1cccc(N2C(=O)c3cccc([N+](=O)[O-])c3C2=O)c1 | 0%
O=C(Nc1ccc2oc(-c3ccccc3)nc2c1)c1ccc(-c2ccc([N+](=O)[O-])cc2)o1 | 54%*
O=C(CC(c1ccccc1)c1ccccc1O)N1CCNCC1 (configuration not stated) | 0%
CCCCOc1cccc(C(=O)Nc2cccc(NC(=O)c3cccc(Cl)c3)c2)c1 | 5%
CCOc1ccc(N2C(=O)NC(=O)/C(=C\c3ccc(-c4ccccc4C(=O)O)o3)C2=O)cc1 | 13%
COc1ccccc1CNS(=O)(=O)c1ccc(C)c([N+](=O)[O-])c1 | 0%
COc1ccc(C2CC(C(F)(F)F)n3ncc(C(=O)N(C)Cc4ccccc4)c3N2)cc1OC (configuration not stated) | 14%
C=CCN1Cc2c(sc(C)c2C)N(C(=O)c2ccccc2)C1 | 11%
CCOc1ccc(-c2c(C)sc(N)c2C(=O)OC(C)C)cc1 | 19%
COc1ccccc1C(=O)N/C(=C/c1ccc(Br)cc1)C(=O)N1CCCC1 | 5%
CC1=NN(C(=O)Cc2ccccc2)C(O)(c2ccc(Cl)cc2)C1 (configuration not stated) | 5%
CCOC(=O)c1ccc(NC(=O)c2cc(C(=O)OC)cc([N+](=O)[O-])c2)cc1 | 13%
Cc1ccc(O)c(N=Cc2ccc(-c3ccc(Cl)cc3)o2)c1 | 11%
CCOc1ccc(NC(=O)C2=C(C)NC(=O)NC2c2cccc([N+](=O)[O-])c2)cc1 (configuration not stated) | 11%
C=CCOC(=O)C1=C(C)NC2=C(C(=O)CCC2)C1c1ccc(C(=O)OC)cc1 (configuration not stated) | 15%
CCOC(=O)C1=CN(c2ccc(OCC)cc2)C=C(C(=O)OCC)C1c1ccccc1OC | 8%
CCCCOc1cccc(C(=O)NC(=S)Nc2ccc3c4c(cccc24)CC3)c1 | 16%
COC(=O)C1=C(C(=O)OC)SC(=C2C(=S)C(C)(C)N(C(=O)Cc3ccccc3)c3ccc(OC)cc32)S1 | 18%
O=C(CC1SC(=Nc2ccccc2)NC1=O)Nc1cccc2ccccc12 (configuration not stated) | 12%
CC1=NN(c2cccc(Cl)c2)C(=O)/C1=C/c1ccc(-c2cc(C)c(C)cc2[N+](=O)[O-])o1 | 17%

More entries.
Compound | RNase H inhibition
CCCCc1c(C)nc(N/N=C/c2c(F)c(F)c(F)c(F)c2F)[nH]c1=O | 2%
OC(CNc1ccc(F)cc1)COc1ccc(OCC(O)CNc2ccc(F)cc2)cc1 (configuration not stated) | 1%
COC(=O)c1ccc(NC(=S)NC(=O)c2oc3ccccc3c2C)cc1 | 8%
CC(C)(C)c1csc(N/N=C/c2ccc(Br)cc2)n1 | 30%
O=[N+]([O-])c1ccc(COc2ccc(/C=N/Nc3nc(Nc4ccccc4)nc(N4CCCCC4)n3)cc2)cc1 | 46%
COc1ccc(C2NC(=O)NC(O)(C(F)(F)F)C2C(=O)c2ccc(Br)cc2)cc1 (configuration not stated) | 0%
CCSc1nc(O)c(Cc2ccccc2)c(=O)n1-c1ccc(C)cc1 | 5%
CCCS(=O)(=O)c1c(S(=O)(=O)CCC)c2ccccn2c1C(=O)c1ccc(Br)cc1 | 0%
C#CCn1cc(/C=C2\C(=O)NC(=O)N(c3cccc(Br)c3)C2=O)c2ccccc21 | 14%
C=COCn1c2ccc(Cl)cc2c2cc(Cl)ccc21 | 0%
CCOc1ccccc1N1CCN(Cc2cc(Br)cc(Br)c2O)CC1 | 4%
COc1ccc(OC)c(C2c3c(-c4ccccc4)n[nH]c3C(=O)N2c2ccccc2)c1 (configuration not stated) | 13%
CN(C)c1ccc(NC(=O)C(N)=O)cc1 | 6%
COc1ccc(/C(C)=N/NC(=O)CC2(C)OCCO2)cc1Br | 0%
COc1cccc(/C=N/NC(=O)c2cccc(Cl)c2)c1O | 9%
CCc1ccccc1N(CC(=O)O)S(=O)(=O)c1ccccc1 | 17%

This is a subset (hit frequency here may not be typical).
